Source: PubChem
L929 necroptosis: inhibitors of zVAD-triggered necroptosis, primary screen, L929 cells | AID 1377, 2008 | 220,000 tested, 0.38% active | L929 zVAD necroptosis rescue, ATP luminescence, 24 h; with zVAD 60 µM | viability rescue, % at 10 µM;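 active = activation, scaled between plate controls, above about 75%, limit read from the data; inactive = activation under that limit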;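 note: 0% = zVAD with DMSO and 100% = DMSO alone without zVAD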
TNF death inh: inhibitors of TNF-alpha triggered necroptosis, primary screen, cell-based, Jurkat FADD-/-, single concentration | Jurkat FADD-/- TNF necroptosis rescue, ATP luminescence, 24 h; 0 = TNF only, 100 = no-TNF cells | 220,000 tested, 0.068% active | activation (protection from cell death), % at 10 µM;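 active = activation, meaning protection from cell death, of at least 50% relative to plate controls; inactive = activation below 50%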;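 note: necroptosis triggered by 40 ng/mL TNF-alpha added together with compound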
Wee1 stabilizer: Wee1 degradation inhibitors, primary screen, cell-based, HeLa, Wee1K328M-luciferase, luminescence; 220,000 tested, 1.2% active; AID 1321, 2008; HeLa Luc-Wee1K328M stability; 100% = proteasome inhibitor MG132 effect; reporter increase, % at 5 µM;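 active = activation above the mean of all tested compounds plus 3 SD, set per screening run, cut at about 8.8% in these data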;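 note: cells exposed to compound for 20 h before luminescence read; 0% = DMSO alone and 100% = MG132 at 30 µM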
Target sequence (P30291 whole entry K328M): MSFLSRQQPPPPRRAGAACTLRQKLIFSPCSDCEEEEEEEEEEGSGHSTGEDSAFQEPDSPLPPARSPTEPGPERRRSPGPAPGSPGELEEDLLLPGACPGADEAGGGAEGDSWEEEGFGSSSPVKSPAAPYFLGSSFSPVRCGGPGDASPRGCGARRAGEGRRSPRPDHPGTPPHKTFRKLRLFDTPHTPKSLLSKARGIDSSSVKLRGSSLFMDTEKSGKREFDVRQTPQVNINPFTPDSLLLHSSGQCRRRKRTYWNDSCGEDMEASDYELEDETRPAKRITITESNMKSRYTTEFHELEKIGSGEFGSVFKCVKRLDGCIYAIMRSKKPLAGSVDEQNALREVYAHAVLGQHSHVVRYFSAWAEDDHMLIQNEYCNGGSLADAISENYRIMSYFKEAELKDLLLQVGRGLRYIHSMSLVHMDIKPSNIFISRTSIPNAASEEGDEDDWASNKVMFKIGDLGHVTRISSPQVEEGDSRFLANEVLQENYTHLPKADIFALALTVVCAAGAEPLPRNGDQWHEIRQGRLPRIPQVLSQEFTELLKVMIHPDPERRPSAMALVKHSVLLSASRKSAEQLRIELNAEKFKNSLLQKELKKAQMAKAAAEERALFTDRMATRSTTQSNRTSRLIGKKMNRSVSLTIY
CHOP inhibitor: inhibitors of CHOP promoter induction, primary screen, cell-based, unfolded protein response, luciferase reporter. 220,000 tested, 3.8% active. inhibition, % at 10 µM. CHO-K1 CHOP-promoter luciferase, tunicamycin-induced, 15-18 h;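 active = compounds that reduced the stress-induced luciferase reporter signal by more than about 70% of percent inhibition, limit read from the data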;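 note: 0% = tunicamycin plus vehicle and 100% = wells without tunicamycin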
TbHK1 inh: Trypanosoma brucei hexokinase 1 inhibitors, primary screen, biochemical, G6PDH-coupled NADH absorbance, MLSCN library; recombinant TbHK1, G6PDH-coupled NADH A340; 220,000 tested, 0.11% active; inhibition, % at 10 µM; hexokinase 1 [Trypanosoma brucei];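 active = inhibition of 50% or more in the single-dose primary screen; inactive = inhibition below 50%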
PPC-1+TRAIL kill: compounds killing PPC-1 cancer cells with TRAIL present, primary screen, TRAIL potentiator project, ATPLite luminescence, uHTS. AID 1443, 2008. 220,000 tested, 0.41% active. cell killing (% activity), % at 4 µM. PPC-1 cells + TRAIL, ATPLite viability luminescence;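 active = cell killing above 50% in the first pass at 4 µM, then a duplicate retest at 5 µM averaging 50% or more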;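 note: plate controls were cells with TRAIL plus DMSO for no effect and medium-only wells lacking cells for full effect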
FXIIa inh: human FXIIa protease inhibitors, primary screen, biochemical, 1536-well. Coagulation factor XII (Homo sapiens), P00748. purified FXIIa, Boc-QGR-AMC fluorogenic substrate, 2 h. inhibition, % at 5 µM. 220,000 tested, 0.3% active; in the data active = inhibition above about 40%;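 note: 0% = enzyme with no compound and 100% = blank without enzyme; many of its hits are not listed in these tables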
PGE2 EP2 inh: human EP2 receptor antagonists, primary screen, TR-FRET cAMP, C6 glioma cells. Prostaglandin E2 receptor EP2 subtype (Homo sapiens), P43116. C6 glioma cells expressing human EP2; cells stimulated with saturating PGE2. inhibition, % at 25 µM. 260,000 tested, 0.52% active. AID 1422, 2008;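 active = percent inhibition above 40 after rounding to a whole number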;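 note: rat C6 glioma host cells with rolipram phosphodiesterase inhibitor present; the protocol text gives 20 µM as final concentration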
Target sequence (P43116 whole entry, looked up): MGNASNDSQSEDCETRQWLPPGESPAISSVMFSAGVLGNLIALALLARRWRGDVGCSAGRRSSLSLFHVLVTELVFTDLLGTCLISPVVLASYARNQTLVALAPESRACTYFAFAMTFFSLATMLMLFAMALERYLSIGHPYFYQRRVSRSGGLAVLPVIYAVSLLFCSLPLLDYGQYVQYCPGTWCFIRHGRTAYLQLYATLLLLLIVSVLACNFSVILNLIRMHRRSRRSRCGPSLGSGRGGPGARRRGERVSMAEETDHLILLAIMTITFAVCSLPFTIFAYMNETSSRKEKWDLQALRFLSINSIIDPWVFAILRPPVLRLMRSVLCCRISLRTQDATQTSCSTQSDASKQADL
FXIa inh 1536: human FXIa protease inhibitors, primary screen, biochemical, 1536-well; Coagulation factor XI (Homo sapiens), P03951; purified FXIa, Boc-Glu-Ala-Arg-AMC fluorogenic substrate; inhibition, % at 5 µM; 220,000 tested, 0.14% active;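 active = inhibition of at least 40%; inactive = inhibition below 40%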;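 note: fluorescence of freed AMC excited at 355 nm; 0% = enzyme without compound and 100% = no enzyme blank; many of its hits are not listed in these tables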
Numbers without * were called inactive; . = no result given; & = joins results of further samples. This is a subset; rates above refer to the full screens.

SMILES | L929 necroptosis | TNF death inh | Wee1 stabilizer | CHOP inhibitor | TbHK1 inh | PPC-1+TRAIL kill | FXIIa inh | PGE2 EP2 inh | FXIa inh 1536
COc1ccc(C(=O)C2CCCN(C3Cc4ccccc4C3)C2)c(OC)c1 (stereo unspecified) | 2.9 | 3.2 | 2 | 56 | 2 | . | 2 | 12 | -6
N#Cc1nc(Cc2ccccc2)oc1N1CCC(Cc2ccccc2)CC1 | 0.4 | -1.1 | -1 | 29 | 13 | 15 | -1 | 13 | 1
CN(C(=O)c1ccc(S(=O)(=O)N2CCCC2)cc1)C1CCCCC1 | 0.4 | -0.2 | 4 | 24 | 1 | 4 | 11 | . | -5
COC(=O)c1nnn(-c2nonc2N)c1CSc1nnc(N)s1 | 1.8 | -0.4 | -2 | 10 | -2 | 8 | 4 | 11 | -4
C/C(=N\NC(=O)c1ccccc1)c1ccc(C)c([N+](=O)[O-])c1 | 2.1 | 1.6 | 2 | -3 | -1 | -2 | 8 | 4 | 0
C/C(=N\NC(=O)c1cccc(S(=O)(=O)N2CCOCC2)c1)c1cc2ccccc2o1 | 0.2 | 3.3 | -2 | -24 | -19 | 25 | 5 | 7 | -1
C/C(=N\NC(=O)Cn1cc([N+](=O)[O-])cn1)c1ccco1 | -0.3 | 1.3 | -3 | 12 | -2 | -18 | 13 | 5 | 3
Nc1ccccc1Sc1ccc(C(F)(F)F)cc1[N+](=O)[O-] | -0.3 | -2.3 | 3 | -7 | -2 | 6 | 7 | 9 | 1
COC(=O)Cc1ccc(NC(=S)NCc2ccccc2OC)cc1 | -1.3 | -0.7 | 0 | 16 | 9 | . | 9 | 5 | 5
Nc1c(C(=O)O)nnn1Cc1ccccc1 | -0.2 | 0.2 | -1 | 15 | -3 | -5 | 14 | 4 | 7
CCCCOC1(c2ccccc2)OC(=O)c2ccccc21 (stereo unspecified) | -0.4 | -4.3 | -1 | 81* | -3 | -28 | 11 | 7 | 0
CC1(C)CC(=O)C(C=NCCN2CCN(CCc3ccccc3)CC2)=C(O)C1 | 0.7 | -0.3 | 2 | 21 | -1 | 26 | -1 | 5 | -9
CCOC(=O)c1sc(-c2ccc(C(F)(F)F)cc2)nc1O | 2.1 | -1.2 | 1 | -3 | 6 | 31 | 7 | 15 | 1
Nc1ccc(S(=O)(=O)C(F)(F)F)cc1N | 1.9 | -0.1 | 6 | 14 | -3 | 8 | 7 | -1 | 0
COCCNc1nc2nonc2nc1NC(C)c1ccccc1Cl (stereo unspecified) | 0.1 | 0.2 | 3 | 8 | -13 | -5 | 8 | 4 | -6
CCn1c2ccccc2c2nnc(SCC(=O)c3ccccc3)nc21 | 0.3 | -4.0 | 0 | 35 | -2 | 6 | 8 | 9 | 3
Cc1ccc(-c2cc(C(=O)Nc3ccc(S(=O)(=O)Nc4onc(C)c4C)cc3)[nH]n2)c(O)c1 | -0.1 | 1.4 | -5 | -13 | -9 | 19 | 3 | 6 | 0
Cc1cccc(N2CCN(CC(O)COc3ccccc3Cl)CC2)c1 (stereo unspecified) | 0.4 | 1.4 | 4 | 36 | -3 | 1 | 8 | 5 | 1
CCOc1ccc(CCNc2ccc3nnc(-c4ccccc4)n3n2)cc1OCC | . | -14 | -2 | 97* | -10 | 18 | 8 | 9 | 1
COCCOCCn1c(/C=C/c2ccccc2)nc2ccccc21 | 1.4 | -2.1 | 5 | 3 | -48 | 48 | -4 | 17 | -5
CC(=O)Nc1cc(-c2ccc(Cl)cc2)[nH]n1 | 87* | 0.3 | 0 | -26 | -10 | . | 4 | 7 | 0
O=C(O)C1CCN(Cc2ccccn2)CC1 | 1.2 | -0.3 | -2 | 8 | -2 | 28 | 9 | 4 | 0
Cc1cccnc1NC(=O)C1CCCN(S(=O)(=O)c2ccc3c(c2)oc(=O)n3C)C1 (stereo unspecified) | -0.7 | 0.2 | -1 | -39 | -2 | -13 | 9 | 15 | 5
Cc1cccc(N(CC(=O)NC2CCCCC2)C(=O)Cn2nnc(-c3ccc(C)o3)n2)c1 | 0.1 | -0.7 | 0 | 13 | -2 | 8 | . | 10&8 | 3
O=C(O)c1cc(O)c2c(c1)C(=O)c1cccc(O)c1C2=O | -0.1 | 4.4 | -1 | -34 | 11 | 11 | 11 | 11 | 8
O=C(CCn1nnc2ccccc21)Nc1nnc(Cc2ccc(F)cc2)s1 | 3.8 | 0.5 | 0 | -11 | 4 | -1 | 15 | 6&8 | 11
CN(C)CCCCNCCCNC(=O)/C=N\O | 0.3 | 0.7 | 0 | 3 | -6 | -22 | 1 | 3 | 10
Cn1c2ccccc2c2cnn(CC(=O)Nc3cccc(F)c3)c(=O)c21 | 0.4 | -0.9 | -1 | 68 | -5 | -4 | 16 | 6 | 9
CCCCNC(=O)Cc1ccc(C)cc1 | 6.0 | 13 | 3 | -10 | -5 | 4 | 10 | 11 | 4
NC(=O)c1cc2c3ccccc3ccn2c1-c1ccccc1 | -0.1 | -12 | 2 | -6 | -16 | 10 | 8 | 4 | 0
CCOC(=O)c1sc(C)c(C(N)=O)c1NC1=NCCCCC1 | 0.1 | -3.8 | -1 | 4 | -30 | -33 | 7 | 6 | -3
Cc1cc(C)nc(N2CCC(C(=O)Nc3nnc(C)s3)CC2)n1 | 1.1 | 0.7 | 0 | 19 | -2 | -17 | 10 | 6 | -2
COc1ccc(N2CC(C(=O)Nc3ccc4c(c3)OCO4)CC2=O)cc1 (stereo unspecified) | -0.3 | -0.8 | 0 | -3 | 6 | -12 | -9 | 8&9 | -5
O=C(COc1ccc2c3c(c(=O)oc2c1)CCC3)c1ccc2c(c1)OCO2 | 1.4 | 0.1 | -1 | 9 | -1 | 4 | 10 | 29 | -1
COc1cccc(-n2c(CCn3nc(C)c([N+](=O)[O-])c3C)n[nH]c2=S)c1 | 0.1 | 1.1 | 2 | -8 | -1 | 15 | 6 | 2 | 7
CCN(CC)S(=O)(=O)c1ccc2oc(C(=O)NCc3ccc(F)cc3)c(C)c2c1 | 3.1 | 2.6 | -1 | 45 | 1 | 5 | 14 | 10 | 0
CC1(C)CC2(CCO1)C(Nc1ccccc1)=NC(=S)N2c1ccccc1 (stereo unspecified) | -0.9 | 0.7 | -2 | -14 | 38 | -3 | 3 | 6 | 10
COC(=O)c1sccc1-n1cccc1C(=O)C(=O)N1CCCCC1 | 0.9 | -0.5 | 2 | 2 | -4 | 6 | 9 | 11 | 0
Cn1ncnc1SCc1cn2cccnc2n1 | -1.0 | 0.1 | -3 | 8 | 6 | 7 | 11 | 8 | 7
CCOc1ccccc1N(C(=O)CNS(=O)(=O)c1ccccc1)C(CC)C(=O)NCc1ccco1 (stereo unspecified) | -0.2 | 0.9 | 0 | 3 | 4 | 7 | 4 | 9 | -1

Sorted by molar mass (largest number first): part of the list above
SMILES | L929 necroptosis | TNF death inh | Wee1 stabilizer | CHOP inhibitor | TbHK1 inh | PPC-1+TRAIL kill | FXIIa inh | PGE2 EP2 inh | FXIa inh 1536
Cc1cccc(N(CC(=O)NC2CCCCC2)C(=O)Cn2nnc(-c3ccc(C)o3)n2)c1 | 0.1 | -0.7 | 0 | 13 | -2 | 8 | . | 10&8 | 3
Cc1cccnc1NC(=O)C1CCCN(S(=O)(=O)c2ccc3c(c2)oc(=O)n3C)C1 (stereo unspecified) | -0.7 | 0.2 | -1 | -39 | -2 | -13 | 9 | 15 | 5
O=C(COc1ccc2c3c(c(=O)oc2c1)CCC3)c1ccc2c(c1)OCO2 | 1.4 | 0.1 | -1 | 9 | -1 | 4 | 10 | 29 | -1
Cn1ncnc1SCc1cn2cccnc2n1 | -1.0 | 0.1 | -3 | 8 | 6 | 7 | 11 | 8 | 7

More entries.
SMILES | L929 necroptosis | TNF death inh | Wee1 stabilizer | CHOP inhibitor | TbHK1 inh | PPC-1+TRAIL kill | FXIIa inh | PGE2 EP2 inh | FXIa inh 1536
CCOC(=O)c1cc(-c2ccc(F)cc2)n(CC(=O)N2CCCC2)c1C | -0.2 | -0.1 | 1 | 45 | 15 | -5 | 25 | 17 | 2
COc1cc(CN2CCC(C(=O)N3CCN(c4ccccc4F)CC3)CC2)cc(OC)c1O | 0.6 | -1.1 | -3 | -13 | 10 | -12 | -4 | 3 | -6
O=C(Cc1coc(-c2ccc(F)cc2)n1)N1CCOCC1 | 1.5 | 1.5 | 5 | -1 | 0 | 18 | 11 | 15 | 1
Brc1ccccc1-c1nnc(CSc2nncn2-c2ccccc2)o1 | -0.5 | -2.1 | -4 | 14 | 0 | 6 | 1 | 8 | -5
CCc1nnc(NC(=O)c2ccc3ccccc3n2)s1 | -1.4 | -3.1 | -1 | -10 | -6 | 0 | 11 | 7 | 0
COc1cc(C(=O)N/N=c2/sc3ccccc3n2C)cc(OC)c1OC | 0.7 | 1.2 | 0 | 20 | 0 | -8 | 7 | 6 | 6
CO/N=C(\Cn1ncc(N2CCOCC2)c(Br)c1=O)c1ccc(Cl)cc1 | -0.6 | 1.1 | 0 | 2 | -10 | -15 | 4 | 4 | -1
COC(=O)c1ccc(CNC(=O)COC(=O)c2ccc(N(C)C)cc2)cc1 | 4.0 | 0.8 | 4 | -6 | -1 | 11 | 4 | 4 | -2
CC(C)C12CN3CC(C(C)C)(CN(C1)C31C(=O)Nc3ccccc31)C2=O (stereo unspecified) | -0.7 | -0.3 | 1 | 10 | -10 | 6 | 18 | 8 | -2
COc1cccc(NS(=O)(=O)c2ccc3c(c2)CCCN3C(C)=O)c1 | -0.9 | -0.6 | 2 | 34 | -3 | 28 | -7 | 5 | 6
CCOC(=O)c1ccc(N2CN(CC)CNC2=S)cc1 | 0.2 | -0.9 | 0 | 14 | -12 | 17 | -3 | 1 | -10
CCSc1nnc(NC(=O)CSc2nnc(-c3c[nH]c4ccccc34)n2C)s1 | 0.7 | 0.1 | -1 | 15 | -5 | -3 | 7 | 5 | -4
CCOC(=O)C(NC(=O)c1ccc(OC)cc1)(OCC1(CC)COC1)C(F)(F)F (stereo unspecified) | -0.3 | -2.5 | -1 | 31 | 3 | -1 | 10 | 16 | -8
COC(=O)c1cc(-c2ccc(OC)c(OC)c2)n[nH]1 | 1.0 | 0.8 | -1 | -32 | -6 | -11 | -4 | 12 | -22
C[C@@H]1NC(=O)c2cc([N+](=O)[O-])cc(F)c2NCCC[C@@H](C(N)=O)NC(=O)[C@H](CC(N)=O)NC1=O | 3.3 | 2.5 | 1 | 6 | -9 | 2 | 13 | 10 | 3
O=C(Nc1nnc(Cc2ccc(Cl)cc2)s1)c1cccs1 | -0.3 | -1.9 | 1 | 37 | -6 | 13 | -5 | 5 | -12
Cc1cc(=O)[nH]c(-c2cccnc2)n1 | 0.3 | -0.2 | -1 | -21 | -4 | 14 | 6 | 2 | 0
O=C(CC1Nc2ccccc2NC1=O)Nc1ccc2c(c1)OCO2 (stereo unspecified) | -0.7 | -1.9 | -2 | 12 | -11 | 16 | 21 | 7 | 5
O=C(CN1C(=O)c2ccccc2C1=O)Nc1nnc(C2CCCO2)s1 (stereo unspecified) | 0.5 | 1.3 | 0 | -18 | -6 | 0 | 11 | 5 | 6
COc1cccc(C(=O)NN2CC(O)=C(c3nc4ccccc4n3C)C2=N)c1 | -0.9 | -1.3 | 4 | 4 | 7 | 6 | -4 | 7 | -2
